OPRM1-OPRD1 inv – inverse agonists of human mu-delta opioid receptor heterodimerization | P35372+P41143 | cell-based MOR-DOR heterodimer luminescence, inverse agonism | inhibition, % at 9.3 µM | 0.21% of 340,000 active | AID 504357; in the data active means inhibition above about 22%, passing the limit was not always enough;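 further: 0% = cells with DMSO and 100% = wells without cells with DMSO; values of inactives mirror those of a sister screen read the other way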
PKA-R2B activ – activates the human PKA-R2B holoenzyme complex | PKA-R2B holoenzyme dissociation, Cy5-IP20 fluorescence polarization; R2B truncated from residue 108, S112A mutant; 0% DMSO only, 100% 113 µM cGMP | activation, % at 11.4 µM | 0.079% of 340,000 active | AID 504700;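 active means activation above a cutoff set at the mean over all compounds plus 3 SD, cut at about 18% in these data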;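 further: higher means more holoenzyme dissociation and a rise in polarization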
Target sequence (P31323 whole entry, looked up, other chains not shown, the tested form may be a part): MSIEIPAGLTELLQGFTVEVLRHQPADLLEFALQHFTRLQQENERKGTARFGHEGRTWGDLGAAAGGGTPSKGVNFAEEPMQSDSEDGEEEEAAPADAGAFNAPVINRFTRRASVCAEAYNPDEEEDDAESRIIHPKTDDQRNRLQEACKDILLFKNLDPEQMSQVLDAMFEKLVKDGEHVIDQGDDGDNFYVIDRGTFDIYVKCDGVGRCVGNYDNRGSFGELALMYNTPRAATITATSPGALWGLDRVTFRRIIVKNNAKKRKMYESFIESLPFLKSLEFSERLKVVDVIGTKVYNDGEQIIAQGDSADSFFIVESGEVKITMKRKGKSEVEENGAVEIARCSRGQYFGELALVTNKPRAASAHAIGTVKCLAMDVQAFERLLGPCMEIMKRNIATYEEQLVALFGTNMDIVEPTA
MOR-DOR ag – OPRM1-OPRD1 heterodimerization agonism. cells, luminescence. activation, % at 9.3 µM. 0.3% of 340,000 active. AID 504326; in the data active means activation above about 18%;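 further: 0% = vehicle-treated cells and 100% = reference agonist; values of inactives mirror those of a sister screen read the other way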
AddAB inh – less growth of phage-infected E. coli with AddAB. inhibition, % at 11.9 µM. 0.29% of 330,000 active. E. coli expressing H. pylori AddAB, absorbance growth; in the data active means inhibition above about 12%;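 further: 0% = vehicle wells of infected cells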
PfHsp90 set2 – inhibits growth of yeast expressing Plasmodium falciparum Hsp90; inhibition, % at 9.4 µM; AID 504621; S. cerevisiae expressing PfHsp90, BacTiter-Glo ATP, 48 h; yeast lacking PDR1 and PDR3 efflux regulators; 0.32% of 310,000 active;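 active means every replicate shows inhibition above about 80%, whatever the replicate mean, limit read from the data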;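 further: 0% = DMSO neutral controls and 100% = 20 µM radicicol positive controls; yeast relying on Plasmodium falciparum Hsp90 in place of its own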
SUMO Mot1 rescue – SUMOylation pathway inhibition by Mot1-301 growth rescue | S. cerevisiae Mot1-301 growth rescue, ATP luminescence, 38.5C; percent above DMSO median, 100 means doubled | growth rescue, % at 18.8 µM | 1% of 320,000 active | AID 2716;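 active means every valid replicate shows activation above 250% relative to neutral control wells; inactive means the rest, any valid replicate at or below 250%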;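 further: OY570 slx delta 5 strain wells were the positive control but not used for scaling; some compounds called inactive have numbers as strong as hits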
phage Ecoli inh – E. coli growth loss with phage present | growth absorbance | AID 651602 | inhibition, % at 11.9 µM | 0.26% of 360,000 active; in the data active means inhibition above about 11%
Tat transport – blocks Tat-dependent protein export in E. coli; E. coli MC4100 TorA-mCherry Tat export, fluorescence; inhibition, % at 10 µM; 0.036% of 340,000 active;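 active means mean replicate inhibition at least 50% and at least half of replicates individually reaching 50%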;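 further: exported cargo escapes ClpAP degradation while cytoplasmic cargo is degraded and loses fluorescence; 0% = median of neutral control wells and 100% = median of NaSCN control wells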
PKA-R1A activ – PKA-R1A complex activation; P00514+P68181; PKA-R1A dissociation, Cy5-IP20 fluorescence polarization; scaled: DMSO 0%, 113 µM cGMP 100%; activation, % at 11.4 µM; 0.083% of 340,000 active;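 active means percent activation above the mean of all tested compounds plus 3 SD, cut at about 19% in these data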;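 further: higher means more PKAc released from R1A so a rise in polarization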
HTR5A inv ag – counter-screen for OPRM1-OPRD1 inverse agonists: human HTR5A inverse agonism; HTR5A cell line, luminescence; 0.083% of 340,000 active; inhibition, % at 9.3 µM; P47898; in the data active means inhibition mostly above about 23%, no sharp cut-off; inactive means mostly below about 18%;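 further: 0% = cells with DMSO and 100% = no-cell wells with DMSO; some compounds called inactive have numbers as strong as hits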
Target sequence (P47898 whole entry, looked up): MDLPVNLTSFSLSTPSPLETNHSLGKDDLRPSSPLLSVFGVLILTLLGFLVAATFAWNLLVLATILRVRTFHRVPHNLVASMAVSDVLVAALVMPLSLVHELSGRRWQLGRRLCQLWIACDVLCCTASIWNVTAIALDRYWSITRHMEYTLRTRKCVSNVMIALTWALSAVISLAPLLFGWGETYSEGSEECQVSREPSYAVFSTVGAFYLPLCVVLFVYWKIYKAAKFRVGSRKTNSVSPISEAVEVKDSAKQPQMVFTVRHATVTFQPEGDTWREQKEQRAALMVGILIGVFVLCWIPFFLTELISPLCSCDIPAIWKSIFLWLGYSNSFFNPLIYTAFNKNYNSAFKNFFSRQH
Ecoli viability – reduces bacterial viability in AddAB counter-screen. 0.27% of 330,000 active. inhibition, % at 11.9 µM. E. coli V3065 growth, OD600 absorbance, 18 h;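 active means inhibition above the campaign's mean inhibition across all tested compounds plus 3 SD, cut at about 9.9% in these data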;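 further: uninfected addAB+ strain grown without phage in ampicillin broth; 0% = DMSO wells and 100% = ciprofloxacin 0.95 µg/ml wells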
An asterisk follows results filed as active.

Results for CC(OC(=O)Cc1coc2ccc3ccccc3c12)C(=O)NC(N)=O (centres undefined) ?
OPRM1-OPRD1 inv: 6.3; PKA-R2B activ: -5.6; MOR-DOR ag: -1.2; AddAB inh: 0.6; PfHsp90 set2: -24.8; SUMO Mot1 rescue: -5.2; phage Ecoli inh: 2.0; Tat transport: 2.0; PKA-R1A activ: -7.2; HTR5A inv ag: -24.9; Ecoli viability: 2.1

Results for COc1cc(C2C(C#N)=C(N)Oc3cc(C)oc(=O)c32)ccc1OC(=O)N1CCOCC1 (centres undefined) ?
OPRM1-OPRD1 inv: 9.7; PKA-R2B activ: 4.3; MOR-DOR ag: -1.9; AddAB inh: 0.2; PfHsp90 set2: 10.1; SUMO Mot1 rescue: -8.1; phage Ecoli inh: 1.6; Tat transport: 26.2; PKA-R1A activ: 0.4; HTR5A inv ag: 4.3; Ecoli viability: -0.1

How did COc1ccc(CNc2nnnn2C)c(OC)c1 do in these assays?
OPRM1-OPRD1 inv: 13.9; PKA-R2B activ: 2.0; MOR-DOR ag: -2.8; AddAB inh: -1.5; PfHsp90 set2: 8.7; SUMO Mot1 rescue: -1.1; phage Ecoli inh: -2.4; Tat transport: 0.5; PKA-R1A activ: -1.1; HTR5A inv ag: 13.8; Ecoli viability: 0.5

Results for Cc1nn(Cc2ccccc2)c(C)c1NC(=O)c1cc(-c2ccco2)on1 ?
OPRM1-OPRD1 inv: -0.4; PKA-R2B activ: 1.2; MOR-DOR ag: 0.1; AddAB inh: 1.5; SUMO Mot1 rescue: 20.0; phage Ecoli inh: 2.5; Tat transport: -0.2; PKA-R1A activ: -10.8; HTR5A inv ag: 11.8; Ecoli viability: -0.3

How did O=C1CC(c2ccco2)Cc2nc(N3CCc4ccccc4C3)ncc21 (centres undefined) do in these assays?
OPRM1-OPRD1 inv: -5.5; PKA-R2B activ: -3.1; MOR-DOR ag: 1.0; AddAB inh: -0.3; PfHsp90 set2: 4.4; SUMO Mot1 rescue: -1.6; phage Ecoli inh: 3.4; Tat transport: 8.2; PKA-R1A activ: -2.8; HTR5A inv ag: 7.5; Ecoli viability: -2.0

Results for CCN1CCN(CC(=O)N2c3ccccc3Sc3ccccc32)CC1 ?
OPRM1-OPRD1 inv: 7.0; PKA-R2B activ: 2.3; MOR-DOR ag: -1.5; AddAB inh: -0.2; PfHsp90 set2: 10.0; SUMO Mot1 rescue: 169.7; phage Ecoli inh: 2.9; Tat transport: 0.5; PKA-R1A activ: -5.8; HTR5A inv ag: 3.2; Ecoli viability: 0.0

What do the screens show for `CS(=O)(=O)Nc1ccccc1C(=O)Nc1cc(Cl)cc(Cl)c1`?
OPRM1-OPRD1 inv: -7.1; PKA-R2B activ: 0.6; MOR-DOR ag: 1.3; AddAB inh: 3.0; PfHsp90 set2: 4.1; SUMO Mot1 rescue: 7.8; phage Ecoli inh: 3.4; Tat transport: -5.0; PKA-R1A activ: 7.1; HTR5A inv ag: 18.2; Ecoli viability: -0.9

Results for Cc1cc(C)c(C)c(S(=O)(=O)N2CCC(C(=O)OCC(=O)N3c4ccccc4NC(=O)C3(C)C)CC2)c1C ?
OPRM1-OPRD1 inv: -21.6; PKA-R2B activ: -10.5; MOR-DOR ag: 4.3; AddAB inh: 0.9; PfHsp90 set2: 4.4; SUMO Mot1 rescue: -13.6; phage Ecoli inh: 2.1; Tat transport: 2.3; PKA-R1A activ: -4.8; HTR5A inv ag: -2.3; Ecoli viability: -0.2

What do the screens show for `COc1ccc2c(c1)C(=O)C(=O)N2`?
OPRM1-OPRD1 inv: 63.0*; PKA-R2B activ: -2.2; MOR-DOR ag: -12.0; AddAB inh: 3.9; PfHsp90 set2: -0.7; SUMO Mot1 rescue: -10.4; phage Ecoli inh: 3.8; Tat transport: -7.1; PKA-R1A activ: -3.4; HTR5A inv ag: 30.9*; Ecoli viability: 1.1

What do the screens show for `CCN(CC)c1ccc(NC(=O)C2CC3CCC2C3)cc1` (centres undefined)?
OPRM1-OPRD1 inv: 7.5; PKA-R2B activ: -5.7; MOR-DOR ag: -1.4; AddAB inh: 1.9; PfHsp90 set2: -27.9; SUMO Mot1 rescue: -7.4; phage Ecoli inh: -0.6; Tat transport: -3.4; PKA-R1A activ: -0.2; HTR5A inv ag: 14.0; Ecoli viability: 2.6

What do the screens show for `CN(c1ccccc1)S(=O)(=O)c1cccc(NC(=O)CC(C)(C)C)c1`?
OPRM1-OPRD1 inv: -16.2; PKA-R2B activ: -12.9; MOR-DOR ag: 3.2; AddAB inh: 2.7; PfHsp90 set2: -3.8; SUMO Mot1 rescue: 0.7; phage Ecoli inh: -0.6; Tat transport: -1.5; PKA-R1A activ: -8.3; HTR5A inv ag: -9.3; Ecoli viability: -0.3

How did COc1ccc(C2NC(=O)Cc3cc(OC)c(OC)cc32)cc1OC (centres undefined) do in these assays?
OPRM1-OPRD1 inv: 5.2; PKA-R2B activ: -2.7; MOR-DOR ag: -1.0; AddAB inh: 2.5; PfHsp90 set2: 3.8; SUMO Mot1 rescue: -2.6; phage Ecoli inh: 1.4; Tat transport: -5.8; PKA-R1A activ: 0.9; HTR5A inv ag: 4.0; Ecoli viability: 2.2

How did COc1ccc(-c2c(C#Cc3ccc(N(C)C)cc3)c3ccccc3n2C)cc1 do in these assays?
OPRM1-OPRD1 inv: 15.7; PKA-R2B activ: -10.3; MOR-DOR ag: -2.8; AddAB inh: 1.9; PfHsp90 set2: 4.0; SUMO Mot1 rescue: -11.2; phage Ecoli inh: 2.4; Tat transport: -2.8; PKA-R1A activ: -3.3; HTR5A inv ag: 15.8; Ecoli viability: -0.7

What do the screens show for `CC(=O)c1sc2nc(SCC(=O)N3CCCCC3)[nH]c(=O)c2c1C`?
OPRM1-OPRD1 inv: -9.9; PKA-R2B activ: -0.2; MOR-DOR ag: 2.0; AddAB inh: 1.4; SUMO Mot1 rescue: 13.8; phage Ecoli inh: 0.9; Tat transport: -2.8; PKA-R1A activ: -4.5; HTR5A inv ag: -7.6; Ecoli viability: 1.8

Results for CC(=O)c1ccccc1NC(=O)COC(=O)c1cc2ccccc2[nH]1 ?
OPRM1-OPRD1 inv: 9.3; PKA-R2B activ: -5.4; MOR-DOR ag: -2.2; AddAB inh: 1.6; PfHsp90 set2: -2.9; SUMO Mot1 rescue: 4.6; phage Ecoli inh: 0.3; Tat transport: 10.0; PKA-R1A activ: -7.0; HTR5A inv ag: 17.8; Ecoli viability: 0.3

How did N/C(=N\O)c1ccc([N+](=O)[O-])s1 do in these assays?
OPRM1-OPRD1 inv: 3.6; PKA-R2B activ: -4.6; MOR-DOR ag: -0.7; AddAB inh: 3.1; PfHsp90 set2: -0.9; SUMO Mot1 rescue: 12.9; phage Ecoli inh: 2.8; Tat transport: -23.5; PKA-R1A activ: 4.4; HTR5A inv ag: -2.2; Ecoli viability: 0.9

Results for COc1ccc(Br)cc1CNC(=O)CCNC(=O)Cn1ccc2ccccc2c1=O ?
OPRM1-OPRD1 inv: -3.0; PKA-R2B activ: -2.6; MOR-DOR ag: 0.6; AddAB inh: 4.6; PfHsp90 set2: -17.2; SUMO Mot1 rescue: -5.0; phage Ecoli inh: 1.5; Tat transport: -4.0; PKA-R1A activ: -1.3; HTR5A inv ag: 1.2; Ecoli viability: 0.5

Results for O=C(c1cnc2n(c1=O)CCS2)N(C1CCCCC1)C1CCCCC1 ?
OPRM1-OPRD1 inv: -8.6; PKA-R2B activ: 1.6; MOR-DOR ag: 1.4; AddAB inh: -3.6; PfHsp90 set2: 5.6; SUMO Mot1 rescue: 24.7; phage Ecoli inh: 3.3; Tat transport: -7.6; PKA-R1A activ: 11.2; HTR5A inv ag: -12.3; Ecoli viability: -1.1

How did COC(=O)c1ccccc1NC(=O)C1CC=CCC1C(=O)O (centres undefined) do in these assays?
OPRM1-OPRD1 inv: -6.8; PKA-R2B activ: 0.6; MOR-DOR ag: 1.3; AddAB inh: 1.3; PfHsp90 set2: 10.0; SUMO Mot1 rescue: -6.1; phage Ecoli inh: -1.7; Tat transport: -1.8; PKA-R1A activ: -7.4; HTR5A inv ag: -21.2; Ecoli viability: 0.7

How did CCN(CC)CCN1C(=O)c2ccccc2NC1c1ccc(F)cc1 (centres undefined) do in these assays?
OPRM1-OPRD1 inv: 16.0; PKA-R2B activ: 3.8; MOR-DOR ag: -3.2; AddAB inh: 0.8; PfHsp90 set2: 9.1; SUMO Mot1 rescue: -1.0; phage Ecoli inh: 2.0; Tat transport: -12.7; PKA-R1A activ: 1.4; HTR5A inv ag: 4.5; Ecoli viability: 1.9

How did Cc1ccc(NC(=O)Cc2cccs2)cc1Cl do in these assays?
OPRM1-OPRD1 inv: -2.8; PKA-R2B activ: 1.6; MOR-DOR ag: 0.6; PfHsp90 set2: 1.5; SUMO Mot1 rescue: 108.8; phage Ecoli inh: -1.4; Tat transport: 2.4; PKA-R1A activ: 11.6; HTR5A inv ag: 7.5

What do the screens show for `O=C(CCc1nnc(-c2ccccc2)o1)NC1CCCCC1`?
OPRM1-OPRD1 inv: 15.1; PKA-R2B activ: -2.5; MOR-DOR ag: -2.9; AddAB inh: -3.4; PfHsp90 set2: 5.7; SUMO Mot1 rescue: 5.9; phage Ecoli inh: -1.5; Tat transport: 1.9; PKA-R1A activ: 1.0; HTR5A inv ag: -44.6; Ecoli viability: -4.2

How did CC(=O)N1CCC2(CC1)C/C(=N\NC(=S)Nc1ccccc1F)c1cc(O)ccc1O2 do in these assays?
OPRM1-OPRD1 inv: 1.5; PKA-R2B activ: -5.3; MOR-DOR ag: -0.3; AddAB inh: 3.0; PfHsp90 set2: 14.7; SUMO Mot1 rescue: -2.1; phage Ecoli inh: 2.7; Tat transport: 6.8; PKA-R1A activ: -9.8; HTR5A inv ag: 23.1; Ecoli viability: -0.6

What do the screens show for `COc1ccc2ccccc2c1/C=N/NC(=O)c1ccccc1F`?
OPRM1-OPRD1 inv: 7.2; PKA-R2B activ: -11.4; MOR-DOR ag: -1.4; AddAB inh: -0.6; PfHsp90 set2: -12.0; SUMO Mot1 rescue: -1.1; phage Ecoli inh: 3.2; Tat transport: -7.1; PKA-R1A activ: 0.7; HTR5A inv ag: -0.6; Ecoli viability: -2.0

How did Nc1cc(=O)[nH]c(SCC(=O)Nc2ccc(S(=O)(=O)N3CCCC3)cc2)n1 do in these assays?
OPRM1-OPRD1 inv: 15.3; PKA-R2B activ: -4.9; MOR-DOR ag: -3.2; AddAB inh: -2.0; PfHsp90 set2: 15.7; SUMO Mot1 rescue: 5.1; phage Ecoli inh: 4.1; Tat transport: -12.4; PKA-R1A activ: -10.2; HTR5A inv ag: 5.1; Ecoli viability: 1.5

What do the screens show for `Nc1ccccc1C(=O)NC1CCCCNC1=O` (centres undefined)?
OPRM1-OPRD1 inv: 16.1; PKA-R2B activ: 11.5; MOR-DOR ag: -3.1; AddAB inh: 0.6; PfHsp90 set2: 4.0; SUMO Mot1 rescue: 15.5; phage Ecoli inh: 2.1; Tat transport: -5.0; PKA-R1A activ: -11.6; HTR5A inv ag: -1.6; Ecoli viability: 2.3

Screens deposited in PubChem by several laboratories.
